Assay outcomes (PubChem)
TNAP act hi DEA: TNAP activators at high phosphate acceptor level, primary screen, biochemical, luminescence, uHTS; purified TNAP, CDP-star luminescence, 1 M DEA, 30 min; hits give high values; 0 = EDTA background, 1 = DMSO-only activity; activation factor at 20 µM; 200,000 tested, under 10 active; Alkaline phosphatase, tissue-nonspecific isozyme (Homo sapiens), P05186;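 active = activation factor at least 2 at 20 µM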
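Control set: EDTA negative control, DMSO positive control / Assay system: human TNAP / Quantity: TNAP 1/800 final / Evaluation: TNAP activation factor scaled between EDTA and DMSO control wells / Measured by: luminescent substrate turnover signal / Compound dosing: one dose, 20 µM / Times: 30 min enzyme reaction at room temperature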
STAT3 blocker: IL-6 driven STAT3 reporter inhibitors, primary screen, U3A cells, luciferase, luminescence, MLSCN library. hit rate 0.89% among 190,000. IL-6 STAT3-luciferase reporter; host cell line lacks STAT1. inhibition, % at 5.5 µM;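 active = inhibition above the mean inhibition across all screened compounds plus 3 SD, cut at about 44% in these data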;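 note: 0% = DMSO only wells and 100% = 100 µM nifuroxazide control wells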
bIAP inhibitor: bovine intestinal alkaline phosphatase inhibitors, primary screen, selectivity assay for TNAP inhibitor project, biochemical, bovine IAP, CDP-star luminescence; alkaline phosphatase, intestinal [Bos taurus]; purified bovine IAP, 30 min; inhibition, % at 20 µM; 190,000 tested, under 10 active; AID 1019, 2008;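 active = over 50% inhibition of intestinal alkaline phosphatase at 20 µM in the single-dose screen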
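System: Purified bovine intestinal alkaline phosphatase (IAP) enzyme | Input: IAP diluted 1/65,000,000 in the well | Also added: CDP-star chemiluminescent phosphatase substrate, 30 µM final | Dosing: 20 µM single dose | Times: Enzyme reaction for 30 min at room temperature | Detection: Luminescence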
PPARg SRC2 recr: agonists of PPARg-SRC-2 recruitment, primary screen, biochemical, HTS; hit rate 0.34% among 200,000; PPARgamma LBD-SRC-2 recruitment; activation, % at 8 µM; Peroxisome proliferator-activated receptor gamma (Homo sapiens), P37231; in the data active = activation above about 22%;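 note: 0% = vehicle and 100% = reference agonist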
Target sequence (P37231 whole entry, looked up, the tested form may be a part): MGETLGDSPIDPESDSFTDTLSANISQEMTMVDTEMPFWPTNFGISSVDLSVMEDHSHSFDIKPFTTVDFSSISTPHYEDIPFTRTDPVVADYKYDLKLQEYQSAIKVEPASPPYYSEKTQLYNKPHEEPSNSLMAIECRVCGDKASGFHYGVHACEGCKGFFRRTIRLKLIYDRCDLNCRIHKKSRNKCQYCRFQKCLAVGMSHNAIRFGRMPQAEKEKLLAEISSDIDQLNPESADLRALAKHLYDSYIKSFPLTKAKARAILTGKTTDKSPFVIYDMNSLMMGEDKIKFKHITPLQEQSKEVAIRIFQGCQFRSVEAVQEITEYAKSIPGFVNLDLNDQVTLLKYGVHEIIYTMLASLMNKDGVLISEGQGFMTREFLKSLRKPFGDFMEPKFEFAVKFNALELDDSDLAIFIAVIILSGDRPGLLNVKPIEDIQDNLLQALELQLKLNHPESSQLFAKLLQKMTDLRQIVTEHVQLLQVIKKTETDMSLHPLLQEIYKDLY
STAT1 inh: STAT1 signaling inhibitors, primary screen, cell-based, HTS, luciferase reporter. NIH 3T3 STAT1-luciferase reporter, IFN-gamma, luminescence. inhibition, % at 5.5 µM. hit rate 0.35% among 200,000. AID 920, 2007;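 active = inhibition above a set limit, the mean inhibition across all tested compounds plus 3 SD, cut at about 34% in these data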;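 note: 0% = IFN-gamma with DMSO and 100% = IFN-gamma with 300 µM nifuroxazide; values of inactives mirror those of a sister screen read the other way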
ROMK mod: ROMK potassium channel modulators, primary screen, cell-based, thallium flux, MLSMR library | Tet-inducible ROMK, thallium flux fluorescence; actives lie on both sides | B-score at 10 µM | hit rate 2% among 130,000 | AID 1918, 2009;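 active = signal ratio slope over the read window, or its plate-corrected B-score, at least 3 SD from the plate mean, either direction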;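 note: B-score of the F/F0 ratio slope over 7 to 12 s after thallium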
Target sequence (P48048 whole entry, looked up): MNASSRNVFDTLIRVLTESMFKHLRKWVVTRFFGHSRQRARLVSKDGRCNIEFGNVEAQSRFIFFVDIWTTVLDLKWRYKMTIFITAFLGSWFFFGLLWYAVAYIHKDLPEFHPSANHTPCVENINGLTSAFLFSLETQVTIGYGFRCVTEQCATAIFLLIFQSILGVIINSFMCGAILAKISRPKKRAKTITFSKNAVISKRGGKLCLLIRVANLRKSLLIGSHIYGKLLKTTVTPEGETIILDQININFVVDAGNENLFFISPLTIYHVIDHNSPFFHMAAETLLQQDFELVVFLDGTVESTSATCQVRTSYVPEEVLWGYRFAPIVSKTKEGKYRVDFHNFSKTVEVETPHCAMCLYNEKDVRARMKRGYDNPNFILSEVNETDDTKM
PPARg SRC3 recr: PPARgamma agonists recruiting SRC-3 coactivator, primary screen, biochemical; biochemical PPARgamma/SRC-3 coactivator recruitment assay; activation, % at 8 µM; hit rate 0.26% among 200,000; in the data active = activation above about 23%;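 note: 0% = DMSO and 100% = reference agonist; some compounds past the cut are filed as inactive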
PPARg SRC-1 ag: PPARgamma agonists recruiting SRC-1 coactivator, primary screen, biochemical. Peroxisome proliferator-activated receptor gamma (Homo sapiens), P37231. PPARgamma-SRC-1 coactivator recruitment biochemical assay. activation, % at 8 µM. hit rate 0.41% among 200,000. AID 631, 2007; in the data active = activation above about 19%;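 note: 0% = DMSO and 100% = reference agonist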
TR-FRET SRC-2 ct: TR-FRET signal artefacts, primary screen, artefact control for PPARgamma SRC-2 agonist project, biochemical; TR-FRET artefact counter-screen; hits give high values; TR-FRET ratio at 8 µM; hit rate 0.4% among 200,000; AID 1049, 2008; in the data active = TR-FRET ratio above about 2000; note: inactives centre near 1500
bIAP act: bovine intestinal alkaline phosphatase activators, primary screen, biochemical, bovine IAP, CDP-star luminescence | purified bovine IAP, 30 min; hits give high values; fold of DMSO-control signal, blank-subtracted | hit rate 0.17% among 200,000 | activation factor at 20 µM | AID 1016, 2008 | alkaline phosphatase, intestinal [Bos taurus];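 active = activation factor of 2 or more at 20 µM, a signal rise over negative controls twice the positive control's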
STAT3 act: IL-6 driven STAT3 reporter potentiators, primary screen, U3A cells, luciferase, luminescence, MLSCN library. IL-6 STAT3-luciferase reporter; 100% = signal with IL-6 EC80 alone. activation (% of control), % at 5.6 µM. hit rate 0.91% among 190,000. AID 871, 2007;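 active = activation above the screen-wide mean of compound activation plus 3 SD, cut at about 130% in these data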;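 note: 0% = background luminescence of wells with medium and substrate only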
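Material: STAT1-lacking human U3A cells, STAT3 luciferase reporter | Benchmarks: IL-6-only wells as 100% reference | Probe or stimulus: IL-6 (33 ng/mL) | Timing: Compound 1 h, then IL-6 6 h at 37 °C | Detection: Luminescence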
* hit, by the source's call; . = no result given.

SMILES	TNAP act hi DEA	STAT3 blocker	bIAP inhibitor	PPARg SRC2 recr	STAT1 inh	ROMK mod	PPARg SRC3 recr	PPARg SRC-1 ag	TR-FRET SRC-2 ct	bIAP act	STAT3 act
Cc1cc(C(=O)COC(=O)C2=NNC(=O)CC2)c(C)n1-c1ccccc1	1	12	0	9	3	.	6	5	1711	1	93
CCOc1ccccc1-n1c(SCC(=O)Nc2nccs2)nnc1-c1ccoc1C	1.1	1	1	2	10	-0.007	-8	7	1501	1	101
COc1ccc(CN2CCN(C(=O)C3CCC(CNS(=O)(=O)c4ccc(C)cc4)CC3)CC2)c(OC)c1OC (centres undefined)	1.1	10	0	-9	13	-0.034	-4	-2	1504	1	97
COc1ccc(CCc2nnc(CCC(=O)N(C)Cc3ccnc4ccccc34)o2)cc1	1	33	-5	7	14	-1.8	-2	0	1517	1	76
CCOC(=O)COc1cc(N2C(=O)CSCC2=O)c(Cl)cc1Cl	1	13	3	7	6	.	3	-4	1481	1	93
C/C=C(\C)CN1CCN(c2ccccc2F)CC1	1	9	9	11	9	.	-1	3	1720	0.9	97
CC(CC#CCN1CCOCC1)OCCC#N (centres undefined)	1.1	11	8	1	-1	.	11	4	1684	0.9	96
Cc1noc(C)c1COc1cccc(C(=O)OC(C)C#N)c1 (centres undefined)	1	8	-10	-7	-1	-0.0063	2	9	1485	1.1	95
CC(=O)c1ccc(NC(=S)NCCCN2CCOCC2)cc1	1	5	-14	0	0	.	2	3	1765	1.1	102
CCOC(=O)Cn1cc(C#N)c2ccccc21	1.1	5	12	5	0	0.0069	5	0	1596	0.9	102
COCCNC(=O)NC(=O)COC(=O)Cc1ccc2c(c1)OCCO2	1	-1	5	-10	1	.	-7	4	1396	1	104
COc1ccc(Oc2ccc(N/C=C3\CCCC3=O)cc2)cc1	1	3	-35	2	-10	-0.3	1	-4	1436	1.4	96
N#CCCN1CCN(Cn2c3ccccc3c3ccccc32)CC1	1.1	0	-3	11	1	.	3	6	1547	1	105
CC(Sc1nc2c(cc1C#N)CCCCC2)C(=O)O (centres undefined)	1	11	0	5	1	0.44	4	5	1551	1	95
COc1cc(OC)c(C2N(c3ccc(Cl)c(Cl)c3)C(=O)C3CCCN32)cc1OC (centres undefined)	1	18	-14	15	4	.	5	8	1596	1.1	91
NC(=O)CSc1nnc(Cc2ccc3c(c2)OCO3)n1C1CCCCC1	1	6	12	0	0	.	13	3	1822	0.9	97
CCCSc1nnc(N)s1	1	0	23	-4	-11	0.023	-1	1	1416	0.8	104
O=C(N/N=C/c1cn(-c2ccccc2)nc1-c1cccnc1)c1ccccc1	1	15	-7	2	-4	0.012	2	4	1692	1.1	90
O=C(C1CC(=O)N(c2ccc3c(c2)OCCO3)C1)N1CCN(c2ccccc2)CC1 (centres undefined)	1	24	-25	7	7	-0.52	4	8	1639	1.2	82
O=c1cc[nH]c2ccc([N+](=O)[O-])cc12	1	-18	3	1	-15	-0.59	2	-5	1427	1	119
CC(=O)NC[C@H]1CN(c2ccc(N3CCOCC3)c(F)c2)C(=O)O1	1.1	.	9	-2	.	.	0	-4	1630	0.9	.
Cc1[nH]c(=O)c(C#N)c(C)c1Br	1	8	9	-3	7	.	2	4	1391	0.9	97
C=CCn1c(SCC(=O)Nc2nnc(CC)s2)nnc1-c1cccnc1	1	4	4	-9	-4	.	-2	9	1482	1	100
CCn1cc(C(=O)OCC(=O)Nc2ccc(S(=O)(=O)N3CCCC3)cc2)c(=O)c2ccc(C)nc21	1.1	-4	16	5	-1	.	2	-3	1544	0.8	110
COc1cc(C)c(S(=O)(=O)NCc2ccc3c(c2)OCO3)cc1C	1	9	32	2	1	.	-2	-5	1512	0.7	100

An excerpt of these results, with values under each structure.
Results follow in this order: TNAP act hi DEA, STAT3 blocker, bIAP inhibitor, PPARg SRC2 recr, STAT1 inh, ROMK mod, PPARg SRC3 recr, PPARg SRC-1 ag, TR-FRET SRC-2 ct, bIAP act, STAT3 act
> NC(=O)CSc1nnc(Cc2ccc3c(c2)OCO3)n1C1CCCCC1
  1, 6, 12, 0, 0, ., 13, 3, 1822, 0.9, 97
> CCCSc1nnc(N)s1
  1, 0, 23, -4, -11, 0.023, -1, 1, 1416, 0.8, 104
> O=C(N/N=C/c1cn(-c2ccccc2)nc1-c1cccnc1)c1ccccc1
  1, 15, -7, 2, -4, 0.012, 2, 4, 1692, 1.1, 90
> O=C(C1CC(=O)N(c2ccc3c(c2)OCCO3)C1)N1CCN(c2ccccc2)CC1 (centres undefined)
  1, 24, -25, 7, 7, -0.52, 4, 8, 1639, 1.2, 82
> O=c1cc[nH]c2ccc([N+](=O)[O-])cc12
  1, -18, 3, 1, -15, -0.59, 2, -5, 1427, 1, 119
> CC(=O)NC[C@H]1CN(c2ccc(N3CCOCC3)c(F)c2)C(=O)O1
  1.1, ., 9, -2, ., ., 0, -4, 1630, 0.9, .

The list goes on:
SMILES	TNAP act hi DEA	STAT3 blocker	bIAP inhibitor	PPARg SRC2 recr	STAT1 inh	ROMK mod	PPARg SRC3 recr	PPARg SRC-1 ag	TR-FRET SRC-2 ct	bIAP act	STAT3 act
Cc1ccc(CSCCNC(=O)c2cccc([N+](=O)[O-])c2)cc1	1.1	6	-8	-7	3	.	-2	-1	1393	1.1	97
Cc1cc(C(=O)OCC(=O)N2CC(=O)Nc3ccccc32)c(C)n1-c1ccccc1	1	-6	9	3	7	.	7	2	1560	0.9	102
Cc1[nH]c2ccccc2c1C(=O)COC(=O)C1CC(=O)N(Cc2ccccc2)C1 (centres undefined)	1	6	-2	11	-2	.	3	1	1564	1	96
O=C1c2ccccc2C(=O)N1CCCC(=O)N1CCCc2ccccc21	1	-10	10	5	-4	.	2	-8	1430	0.9	112
COc1cccc(NC(=O)c2nnn(Cc3ccc(Br)cc3F)c2N)c1	1.1	4	18	-2	-9	.	5	7	1488	0.8	97
CC(C)CNc1oc(-c2ccco2)nc1C#N	1	-10	8	-4	-1	.	3	-3	1320	0.9	110
COc1cc(/C=C/C(=O)Nc2nc3ccc(S(=O)(=O)NC(C)C)cc3s2)cc(OC)c1OC	1.1	14	8	23*	13	-0.32	1	14	1783	0.9	87
CCCN(CCC)CCNC(=O)c1cc2c(C)nc3ccccc3c2o1	1.1	14	-6	-1	-6	.	7	3	1733	1.1	92
COc1ccccc1C1C(C(C)=O)=C(C)N=c2s/c(=C\c3cc(OC)c(OC)c(OC)c3)c(=O)n21 (centres undefined)	0.9	-8	4	4	5	.	-3	5	1545	1	107
Cn1c(CSc2nnc(SCc3ccccc3)s2)nc2ccccc21	1	6	27	5	-2	.	10	2	1519	0.7	98
COc1ccc(-c2nc3ccc(N4CCCC4)cc3c(=O)[nH]2)cc1OC	1.1	14	-9	12	1	1.5	5	6	1607	1.1	89
Cc1ccc2cn[nH]c2c1[N+](=O)[O-]	1	-15	-6	-2	1	1.2	2	0	1692	1.1	124
CCS(=O)(=O)N1Cc2ccccc2CC1C(=O)N1CCN(c2cccc(C)c2C)CC1 (centres undefined)	1	10	-2	4	2	-0.95	-3	10	1318	1	99
COc1cccc(C(=O)COC(=O)CCC(=O)NC2CCCCC2)c1	1	5	-16	5	-7	0.3	3	-3	1484	1.2	97
NC(=O)CSc1ccc(-c2ccc(F)cc2)nn1	1	13	-2	3	-4	-1.6	7	-2	1525	1	92
O=C(CCn1cccc1)Nc1ccc(OC(F)(F)F)cc1	1	-6	-21	12	2	.	1	7	1670	1.2	107
COc1cccc(CNC(=O)CCC2CCCN(C(=O)c3cc(C)on3)C2)c1 (centres undefined)	1	-5	-1	-1	-4	0.074	1	6	1594	1	107
CCN1/C(=C/C(=O)c2ccco2)Sc2ccccc21	1.1	-15	20	4	-12	-2.2	16	6	1756	0.8	114
CCN1CN(Cc2ccco2)CNC1=S	1	-1	10	-2	0	-0.0082	-5	-3	1492	0.9	103
CN(Cc1ccon1)C(=O)CC1C(=O)NCCN1CC1CCCCC1 (centres undefined)	1.1	13	1	10	-7	0.24	3	2	1610	1	94
CCCCNC(=O)CSc1nc2cc3c(cc2c(=O)n1CCCN(CC)CC)OCO3	1	-5	-17	-1	4	-0.052	0	-7	1567	1.2	108
COC(=O)C1=C(C(=O)OC)SC2(S1)C(C(=O)OC)=C(C(=O)OC)SC1=C2c2cccc(C)c2NC1(C)C	1	-5	9	3	-6	.	6	2	1481	0.9	106
CCCC1S/C(=N/N=C/c2ccco2)NC1=O (centres undefined)	1.1	-2	-18	-3	-8	-0.7	1	-3	1586	1.2	102
Cc1nc2c(c(N3CCOCC3)n1)OCC(=O)N2	1	-14	8	-7	-15	.	-10	3	1344	0.9	117
Cc1cccc(N=Nc2c(O)[nH]c3ccc(F)cc23)c1	0.9	-6	-7	8	-65	-1.6	3	2	1809	1.1	111
O=C(Nc1ccc2c(c1)OCO2)c1ccccc1SCC(=O)N1CCCC1	1	8	6	-1	5	1.2	-8	0	1439	0.9	96
NNC(=O)CNC(=O)C12CC3CC(CC(C3)C1)C2	1	-2	8	0	0	-0.0094	0	7	1599	0.9	106
O=C(Nc1ccc(N2CCN(C(=O)c3ccco3)CC2)c(Cl)c1)c1cc2ccccc2o1	1	48*	-4	4	9	-1.6	16	1	1387	1	62
COc1ccc(Cl)cc1NC(=O)CN(C(=O)c1ccco1)C1CCCCC1	1	-1	21	3	-10	.	10	3	1580	0.8	105

Copied from above, 2 compounds:
SMILES	TNAP act hi DEA	STAT3 blocker	bIAP inhibitor	PPARg SRC2 recr	STAT1 inh	ROMK mod	PPARg SRC3 recr	PPARg SRC-1 ag	TR-FRET SRC-2 ct	bIAP act	STAT3 act
CCCN(CCC)CCNC(=O)c1cc2c(C)nc3ccccc3c2o1	1.1	14	-6	-1	-6	.	7	3	1733	1.1	92
COc1ccccc1C1C(C(C)=O)=C(C)N=c2s/c(=C\c3cc(OC)c(OC)c(OC)c3)c(=O)n21 (centres undefined)	0.9	-8	4	4	5	.	-3	5	1545	1	107

No enrichment for hits; any-hit rate near 3.7%.
